Eya2 inh = Eya2 (human) phosphatase inhibition | recombinant Eya2, OMFP fluorescence dephosphorylation (OMFP is methylfluorescein phosphate) | Potency, µM (top dose mostly 76.9 µM), without a hit: at the highest dose activity, negative = inhibition, hits mostly inhibitors | 0.006% of 330,000 active | AID 488837; also: potency is read from the fitted curve at half-maximal effect; % is scaled to controls: 0 for no effect and ±100 for the full control effect
Target sequence (O00167 whole entry, looked up): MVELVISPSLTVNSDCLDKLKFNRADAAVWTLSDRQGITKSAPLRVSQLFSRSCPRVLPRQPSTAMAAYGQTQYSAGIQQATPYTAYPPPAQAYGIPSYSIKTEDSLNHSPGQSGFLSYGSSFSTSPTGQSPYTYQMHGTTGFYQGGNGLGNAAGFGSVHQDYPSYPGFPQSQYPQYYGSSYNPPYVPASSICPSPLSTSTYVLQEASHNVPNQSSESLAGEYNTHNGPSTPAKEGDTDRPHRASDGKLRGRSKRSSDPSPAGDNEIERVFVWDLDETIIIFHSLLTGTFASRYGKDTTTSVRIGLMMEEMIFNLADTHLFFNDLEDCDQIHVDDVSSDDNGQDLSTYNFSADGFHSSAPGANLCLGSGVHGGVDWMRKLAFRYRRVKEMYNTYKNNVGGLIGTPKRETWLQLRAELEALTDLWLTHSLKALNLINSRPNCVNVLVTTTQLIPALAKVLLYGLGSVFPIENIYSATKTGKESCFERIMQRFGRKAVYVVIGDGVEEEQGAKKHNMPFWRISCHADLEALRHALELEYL
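Eya2 protein (added as 0.2 uM solution) was preincubated with compound for 10 min at ambient temperature in 50 mM HEPES pH 7.5, 50 mM NaCl, 5 uM MgCl2, 0.05% BSA, 1 mM DTT. OMFP (added at 50 uM) then reacted 10 min; fluorescence read at 485/525 nm.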
TSHR antagonist = blocks TSH signaling through the human TSH receptor; P16473; 0.2% of 330,000 active; AID 504810; TSHR-expressing cells, TSH-stimulated cAMP HTRF, 2 h; hits give low values; activity change, negative = inhibition, % at 11.5 µM;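 active = activity change below a set negative limit, meaning inhibition stronger than a set level, cut at about -70% in these data; inconclusive = activity change between two set negative limits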; also: % is scaled to controls: 0 for no effect and ±100 for the full control effect
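Read-out is FRET at 665 nm (cryptate excitation 337 nm) from a cryptate-tagged anti-cAMP antibody, competed by cell cAMP against cAMP-d2. Compounds are tested on freshly harvested TSHR cells challenged with 4nM TSH (EC80) for 2 hours at 37 deg C.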
Mito fusion yeast = blocks mitochondrial division or promotes mitochondrial fusion. Potency, µM (highest dose often 46.1 µM), for inactives: at the top dose growth rescue (activation), usual class: activators. S. cerevisiae fusion-defective mutant growth rescue, CellTiterGlo 48 h. 0.23% of 320,000 active;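 also: potency is read from the fitted curve at half-maximal effect; % of control where 0% means no effect; nearly all actives have a fitted effect of over 45% in size; temperature-sensitive fusion mutants such as fzo1-1 at 37 °C on non-fermentable ethanol glycerol medium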
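Luminescent cell viability in 1536-well qHTS format served as the measure of rescued growth in ts fusion-mutant S. cerevisiae cultured on non-fermentable YPEG for 48 hours at 37C.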
Tb PFK inh = blocks T. brucei phosphofructokinase | O15648 | 0.17% of 330,000 active | Potency, µM (highest dose often 57.5 µM), for the others: top-dose activity, negative = inhibition, hits mostly inhibitors | T. brucei PFK, ADP-Glo luminescence;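 also: potency is read from the fitted curve at half-maximal effect; 0% = uninhibited 1x PFK enzyme wells and -100% = no-enzyme wells; nearly all actives have a fitted effect of over 60% in size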
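ADP-Glo luminescence quantified ADP after 45 min at room temperature, with 1.25 nM T. brucei PFK, 0.1 mM ATP and 0.5 mM fructose-6-phosphate in pH 8.0 TEA buffer. qHTS titrations up to 57 µM; curves classified by quality.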
A-T KAP1 phos = potential ataxia-telangiectasia treatments restoring KAP-1 phosphorylation. […] A-T fibroblasts, KAP-1 phosphorylation AlphaLISA; neocarzinostatin DNA damage 30 min before lysis. Potency, µM (highest dose often 57.5 µM), without a hit: at the top dose activation, actives largely listed as activators. 0.19% of 320,000 active. AID 485349; also: potency is read from the fitted curve at half-maximal effect; % of control where 0% means no effect; nearly all actives have a fitted effect of over 45% in size
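ATM-like activity read as KAP-1 phosphorylation via AlphaLISA donor/acceptor antibody pairs after lysis and 6 hr at 25C. Cells were ATM-null patient fibroblasts ([…], hTERT), dosed 60 min, then exposed to the DSB inducer NCS for 30 min.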
BCR signal inh = inhibitors of chronic active B-cell receptor signaling; Potency, µM (highest dose often 46.1 µM), for inactives: at the top dose ratio change, negative = lower green/red ratio, actives largely listed as inhibitors; 0.05% of 340,000 active; ABC-DLBCL IkBa-CBG/CBR reporter, luminescence ratio, 4 h; active = well fitted inhibition curve with a large enough effect in the signal ratio, with a control signal flat, not every such curve was filed as active; inconclusive = small, poorly fitted or top-dose-only effect, or effect the other way, or a change in a side signal; the % refers to the signal ratio;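 also: potency is read from the fitted curve at half-maximal effect; plate controls were basal doxycycline-induced cells for no effect and cells given 10 µM MG132 for full effect; MG132 reads +100%, hits lower the ratio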
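TMD8 ABC-DLBCL cells carrying doxycycline-inducible green luciferase fused to IkappaBalpha plus unfused red luciferase were exposed to compounds (up to 46 uM) for 4 hrs at 37C. Activity came from the overlap-corrected green/red luminescence ratio.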
Integrin act MD = activators of alpha7 integrin expression for muscular dystrophy; AID 624291; alpha7betagal myoblasts, beta-gal FDG fluorescence, 48 h; Potency, µM (highest dose often 38.3 µM), inactives show top-dose activation, usual class: activators; 0.064% of 350,000 active;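 also: potency is read from the fitted curve at half-maximal effect; 100% = response of the positive control SU9516; nearly all actives have a fitted effect of over 60% in size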
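Alpha7betagal+/- myoblasts (passage 13) were plated 16-24 hr, then exposed to compounds (1:260 dilution of DMSO stock) for 48 hours at 37C. After MPER lysis, β-galactosidase reporter activity was read as FDG fluorescence (ex 480/em 540) after 30 minutes.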
TCR act = activates T cell receptor signaling; AID 504894; primary human leukocytes, anti-CD3, IL-2 HTRF, 48 h; Potency, µM (titrated, usually from 9.22 µM), for inactives: at the highest dose activation of IL-2 secretion, actives largely listed as activators; 330,000 tested, under 10 active; also: % of control where 0% means no effect
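Primary human leukocytes incubated 48 hr with anti-CD3 beads plus compound, without co-stimulation. Secreted IL-2 measured by HTRF (europium cryptate/d2 anti-IL-2 pair, 320 nm excitation, 665 nm emission).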
ASM inhibitor = inhibitors of human secretory acid sphingomyelinase | P17405 | AID 504937 | Potency, µM (highest dose often 57.5 µM), for the others: top-dose activity change, negative = inhibition, actives largely listed as inhibitors | placental ASM, HMU-PC fluorogenic substrate, 60 min | 0.006% of 340,000 active; also: potency is read from the fitted curve at half-maximal effect
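Fluorogenic HMU-PC substrate (9 uM final) is turned over by placental ASM in 60 min at 37 C after a 10 min compound preincubation. Reaction ended by alkaline stop (pH 10), with fluorescence read at 386/447 nm.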
ELG1 DNA repair = blocks ELG1-dependent DNA repair in HEK293T cells; Potency, µM (titrated, usually from 46.1 µM), without a hit: top-dose activity change, negative = inhibition, usual class: inhibitors; HEK293T ELG1-luciferase reporter, luminescence, 16 h; DNA damage induced by 5-fluorouridine; AID 504467; 2.3% of 330,000 active; also: potency is read from the fitted curve at half-maximal effect; % is scaled to controls: 0 for no effect and ±100 for the full control effect; nearly all actives have a fitted effect of over 55% in size
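Reporter activity after DNA damage by 5-fluorouridine is monitored. Compound-treated cells incubate 16 hr at 37 °C, then ONE-Glo is added for 30 min before luminescence reading.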
TSG101-PTAP inh = blocks PTAP/TSG101 interaction to inhibit HIV-1 budding. Q99816. Fluorescence polarization, FITC-PTAP peptide / Tsg101 binding. Potency, µM (top dose mostly 115 µM), for inactives: top-dose activity change, negative = inhibition, usual class: inhibitors. 340,000 tested, under 10 active. AID 493005; active = well fitted inhibition curve with a large enough effect in the main read-out, with a control signal flat, not every such curve was filed as active; inconclusive = small, poorly fitted or top-dose-only effect, or effect the other way, or a change in a side signal; inactive = no such curve, though single readings can be large or run the other way; also: potency is read from the fitted curve at half-maximal effect; % of control where 0% means no effect
Target sequence (Q99816 whole entry, looked up): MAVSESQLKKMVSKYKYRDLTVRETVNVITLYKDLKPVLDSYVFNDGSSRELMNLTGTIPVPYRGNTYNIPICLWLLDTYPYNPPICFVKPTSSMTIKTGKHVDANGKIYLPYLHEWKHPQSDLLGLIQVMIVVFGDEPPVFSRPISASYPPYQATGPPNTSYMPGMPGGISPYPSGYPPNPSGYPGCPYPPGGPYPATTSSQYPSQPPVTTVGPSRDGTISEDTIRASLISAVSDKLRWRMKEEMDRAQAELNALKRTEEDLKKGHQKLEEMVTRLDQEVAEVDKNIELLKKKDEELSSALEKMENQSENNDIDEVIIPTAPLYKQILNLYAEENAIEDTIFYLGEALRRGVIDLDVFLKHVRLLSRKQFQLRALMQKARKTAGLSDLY
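Fluorescence polarization binding of Tsg101 binding domain (10 uM final) to FITC-labeled PTAP peptide (50 nM final) in HEPES pH 7.5 buffer with NaCl, Tween 20, EDTA, TCEP. Compounds added before peptide; binding 20 min at RT.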
* marks the source's active call; other numbers are inactive results; ? = inconclusive; nt = no result given; [ ] = remark or other dose. Unless noted, calls follow the shape of the dose curve; as a rule, active = well fitted curve in the direction sought with a large enough effect; inconclusive = small, poorly fitted or top-dose-only effect, or another doubt; inactive = no such curve, though single readings can be large; an effect the other way counts as inactive or inconclusive.

smiles,Eya2 inh,TSHR antagonist,Mito fusion yeast,Tb PFK inh,A-T KAP1 phos,BCR signal inh,Integrin act MD,TCR act,ASM inhibitor,ELG1 DNA repair,TSG101-PTAP inh
O=C(COC(=O)c1cccc(Cl)c1Cl)NCc1cccs1,-11.4%,32.6,-10.6%,-2.1%,4.2%,?,7.8%,-1.2%,-3.7%,22.1%,-7.6%
O=C(NCC1CC1)c1ccccc1Cl,5.9%,0.7,-1.3%,0.8%,7.4%,0.3%,-16.9%,5.9%,1.5%,-1.3%,-5.3%
CCn1c(=O)c(C(=O)NNS(=O)(=O)c2ccc(NC(=O)OC)cc2)c(O)c2ccccc21,0.8%,4.9,-8.8%,-0.1%,2.9%,4.9%,-39.3%[inhibitor],2.3%,-12.3%,1.2%,0.0%
CC(=O)N/N=C(\C)CC(=O)Nc1cccc2c1CCCC2,4.1%,5.9,3.2%,-7.0%,-6.7%,0.3%,-18.2%,-0.5%,2.9%,-7.8%,-1.5%
Cc1sc(N)nc1-c1ccccc1,-9.6%,2.7,-5.8%,2.1%,-7.5%,-11.7%,-14.2%,nt,2.9%,13.7%,-2.4%
CCOP(=O)(OCC)C(O)c1cc(OC)c(OC)c(OC)c1 (centres undefined),10.0%,11.1,0.3%,0.0%,0.0%,-6.2%,19.5%,1.6%[46.1 µM],3.9%,13.6%,-5.9%
O=C(OC(C(=O)NC1CCCC1)c1cccnc1)C1=Cc2ccccc2OC1 (centres undefined),3.0%,-12.4,2.3%,-0.5%,2.3%,-5.7%,-10.7%,nt,11.0%,10.2%,-1.0%
COc1ccccc1N1CCN(C(=S)Nc2ccc(F)cc2)CC1,-1.1%,30.3,-9.5%,-4.6%,7.8%,-8.9%,25.2%,-1.2%,3.3%,?,-7.3%
Cn1c(-c2ccccn2)[n+](C)c2ccccc21,-1.0%,-0.2,4.3%,-0.1%,2.1%,2.8%,-13.4%,13.0%,2.6%,9.3%,-3.1%
O=C(Nc1nccs1)c1ccc(Br)c(S(=O)(=O)N2CCCC2)c1,3.6%,-19.8,-0.9%,0.7%,3.1%,?,2.8%,-5.6%,-5.4%,-1.2%,-0.9%
CC(C)(C)OC(=O)C[C@H]1C/C=C\C[C@H](CC(=O)N[C@H](CO)Cc2ccccc2)C(=O)N2CCC[C@H]2COC1=O,-28.1%,4.8,nt,0.0%,4.0%,-0.5%,-6.5%,3.6%,-5.3%,-7.0%,-0.2%
C=C(C)/C=N/NC(=S)Nc1ccc(S(=O)(=O)N2CCOCC2)cc1,0.0%,5.9,2.1%,-2.6%,-3.8%,?,-31.2%,5.3%,-1.5%,?,-9.2%
Cc1cccc(OCC(=O)NCC(c2ccco2)N2CCCC2)c1 (centres undefined),5.4%,10.1,-1.9%,0.0%,-5.7%,2.2%,-9.7%,-0.7%,9.6%,10.7%,-2.0%
CCOc1ccc(C(=O)NCCC2=CCCCC2)cc1OCC,-7.3%,12.2,9.1%,0.4%,1.4%,?,?,2.2%,2.8%,9.9%,-9.8%
CNCC(O)CN(c1ccccc1)c1ccccc1 (centres undefined),-6.5%,-5.8,-10.2%,-1.5%,3.6%,14.4%,-7.9%,-3.2%,-1.8%,-2.8%,0.6%
Cc1ccc(NC(=O)c2ccc(CSc3ccccn3)cc2)cc1,6.3%,-12.5,2.5%,-6.6%,3.1%,?,-19.0%,8.0%,-1.3%,12.4%,-2.8%
CCOc1ccccc1OCC(=O)Nc1ccc(N2CCOCC2)cc1N1CCOCC1,0.9%,4.2,-4.9%,-0.4%,-3.7%,?,-7.5%,1.4%,-0.6%,-15.4%,-2.2%
CCC(C)NC(=S)Nc1ccc(F)cc1 (centres undefined),-7.3%,2.2,-4.2%,-5.2%,-2.3%,?,0.0%,3.4%,-0.4%,?,-4.1%
COc1ccc(Br)cc1CN1CCN(C(=O)c2cccc(F)c2)CC1,-0.2%,7.4,2.0%,-1.3%,-1.5%,0.7%,-7.9%,-1.4%,4.1%,-20.6%,-5.9%
O=C(NCCN1CCN(c2ccc([N+](=O)[O-])cc2)CC1)NCc1ccccc1,-8.2%,16.0,3.4%,1.4%,-3.4%,2.6%,-61.5%[inhibitor],0.6%,-1.9%,?,-6.7%

Continued, starting with the last two of the part before.
smiles,Eya2 inh,TSHR antagonist,Mito fusion yeast,Tb PFK inh,A-T KAP1 phos,BCR signal inh,Integrin act MD,TCR act,ASM inhibitor,ELG1 DNA repair,TSG101-PTAP inh
COc1ccc(Br)cc1CN1CCN(C(=O)c2cccc(F)c2)CC1,-0.2%,7.4,2.0%,-1.3%,-1.5%,0.7%,-7.9%,-1.4%,4.1%,-20.6%,-5.9%
O=C(NCCN1CCN(c2ccc([N+](=O)[O-])cc2)CC1)NCc1ccccc1,-8.2%,16.0,3.4%,1.4%,-3.4%,2.6%,-61.5%[inhibitor],0.6%,-1.9%,?,-6.7%
COc1cc(NC(=O)c2c(F)c(F)c(OC)c(F)c2F)ccc1NC(=O)c1cccs1,-13.9%,0.4,-5.1%,1.5%,14.0%,-9.1%,7.5%,2.3%,-20.4%,-21.8%,0.5%
C[C@@H]1COC(=O)[C@H](Cc2ccc(F)cc2)CC/C=C\C[C@@H](CC(=O)NCCO)C(=O)N1,-0.3%,-2.0,nt,2.6%,0.5%,-0.4%,7.4%,-6.7%,2.1%,-1.7%,0.0%
CCOc1ccc(/C(O)=C2\C(=O)C(=O)N(CCN(C)C)C2c2cccc(OC)c2OC)cc1Cl (centres undefined),4.6%,5.8,-1.6%,-2.9%,-4.8%,-7.0%,13.7%,9.1%,-1.0%,6.2%,-1.8%
S=C(NCc1ccco1)NC1CCCc2ccccc21 (centres undefined),1.8%,1.6,-9.7%,-6.7%,2.0%,6.3%,6.4%,4.5%,7.0%,-16.6%,0.6%
CCCCNC(=O)c1ccc(NC(=O)CC2SC(N3CCCC3)=NC2=O)cc1 (centres undefined),7.9%,16.5,-2.4%,0.0%,-13.2%,-1.1%,-21.8%,10.6%,-2.4%,?,0.0%
COc1ccccc1S(=O)(=O)Cc1ccc(C(=O)NCC2CCCO2)o1 (centres undefined),-0.1%,-2.8,-0.1%,8.0%,3.8%,-8.2%,-0.5%,0.6%,-0.2%,10.2%,-2.3%
CCCn1c(CC)nc([N+](=O)[O-])c1Sc1ccc(F)cc1,8.7%,12.2,4.3%,-1.0%,36.0%,-5.9%,-58.3%[inhibitor],2.4%,3.2%,?,-0.5%
O=C(C1COc2ccccc2O1)N1CCN(Cc2ccccc2)CC1 (centres undefined),-14.5%,-1.4,-3.8%,1.2%,24.4%,-0.4%,22.9%,3.5%,0.1%,13.9%,-0.4%
C[C@@H](C(=O)Nc1nc2ccc(F)cc2s1)N1C(=O)C2CC=CCC2C1=O (some centres undefined),2.5%,4.7,-0.1%,5.8%,12.8%,?,-23.8%,-4.3%,-6.9%,-0.9%,-1.8%
NS(=O)(=O)c1cc2c(cc1Cl)NC(CC1CCCC1)NS2(=O)=O (centres undefined),-5.5%,-10.2,-0.1%,1.0%,-4.2%,0.5%,-7.1%,-4.8%,-8.7%,11.6%,-6.4%
CN(C(=O)CN1CCN(c2ccc([N+](=O)[O-])cn2)CC1)c1ccccc1,-3.5%,-0.2,-5.4%,-2.1%,-10.3%,-0.3%,19.8%,-9.7%,-7.3%,?,-2.5%
CCN(CC(=O)Nc1ccc(OC)c(OC)c1)CC(=O)Nc1ccccc1C(F)(F)F,1.5%,-2.1,-0.3%,1.3%,-2.0%,-12.1%,-34.1%,2.9%,0.6%,1.7%,-0.4%
COc1ccc(CN2C(=O)CCC2(C)C(=O)NC2CCCCC2)c(OC)c1 (centres undefined),-10.1%,2.9,1.2%,3.2%,0.8%,0.8%,1.5%,2.5%,4.5%,-1.6%,0.0%

Source: PubChem
